MsrA inhibitor = inhibitors of bovine MsrA; purified bovine MsrA, absorbance read-out; AID 651718; inhibition, % at 15.5 µM; actives 0.75% (n = 360,000); in the data active means inhibition above about 4.5%;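 further: 0% = vehicle wells with enzyme and 100% = reference inhibitor wells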
bovine MsrA act = activates bovine MsrA enzyme; purified bovine MsrA, absorbance read-out; activation, % at 10.6 µM; actives 0.3% (n = 360,000); in the data active means activation above about 7.5%;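 further: 0% = vehicle and 100% = reference activator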
CSN deneddyl inh = inhibitors of human CSN-mediated cullin deneddylation; Q92905; Purified CSN, SCF-Nedd8-OG deneddylation, fluorescence polarization; inhibition, % at 12.5 µM; actives 0.38% (n = 360,000); AID 651999;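 active means pattern-corrected inhibition above about 35%, with an unprinted fluorescence ratio check between 0.5 and 1.5, limit read from the data, passing the limit was not always enough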;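 further: 0% = enzyme with substrate and 100% = substrate without enzyme; some results filed as inactive read as strong as hits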
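Assay system: Purified human Csn5 enzyme expressed in HEK293T cells | Amount: Enzyme 0.24 nM | Measured by: Fluorescence polarization readout | Medium: Tris/NaCl/DTT buffer, pH 7.5 | Compound dosing: One concentration, 12.5 µM, 0.25% DMSO | Times: 90 min incubation of compound, enzyme and substrate at room temperature | Control set: no-enzyme wells high, enzyme-with-substrate wells low | Read-out: % inhibition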
E coli Lon inh = E. coli protease La inhibition. P0A9M0. purified E. coli Lon protease, fluorescence polarization. inhibition, % at 7.94 µM. actives 0.42% (n = 360,000). AID 602123; in the data active means inhibition above about 13%, passing the limit was not always enough;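 further: 0% = enzyme with probe and DMSO and 100% = no enzyme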
Rin1-Abl PPI inh = blocks binding of human Rin1 to Abl; AID 588664; inhibition, % at 7.35 µM; actives 0.4% (n = 360,000); TR-FRET Rin1/Abl binding, biochemical; P00519+Q13671; in the data active means inhibition above about 5%, passing the limit was not always enough
Neddylation inh = blocks human cullin neddylation. P61081+Q13564. TR-FRET cullin neddylation, biochemical. calls only at 25 µM. actives 0.58% (n = 360,000); in the data active means inhibition above about 36%
Target sequence (P61081 whole entry, looked up): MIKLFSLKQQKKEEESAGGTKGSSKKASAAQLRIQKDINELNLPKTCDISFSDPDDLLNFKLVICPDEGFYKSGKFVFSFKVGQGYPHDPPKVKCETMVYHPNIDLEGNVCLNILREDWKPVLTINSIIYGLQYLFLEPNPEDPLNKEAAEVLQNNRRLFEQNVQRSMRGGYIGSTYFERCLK
Target sequence (Q13564 whole entry, looked up): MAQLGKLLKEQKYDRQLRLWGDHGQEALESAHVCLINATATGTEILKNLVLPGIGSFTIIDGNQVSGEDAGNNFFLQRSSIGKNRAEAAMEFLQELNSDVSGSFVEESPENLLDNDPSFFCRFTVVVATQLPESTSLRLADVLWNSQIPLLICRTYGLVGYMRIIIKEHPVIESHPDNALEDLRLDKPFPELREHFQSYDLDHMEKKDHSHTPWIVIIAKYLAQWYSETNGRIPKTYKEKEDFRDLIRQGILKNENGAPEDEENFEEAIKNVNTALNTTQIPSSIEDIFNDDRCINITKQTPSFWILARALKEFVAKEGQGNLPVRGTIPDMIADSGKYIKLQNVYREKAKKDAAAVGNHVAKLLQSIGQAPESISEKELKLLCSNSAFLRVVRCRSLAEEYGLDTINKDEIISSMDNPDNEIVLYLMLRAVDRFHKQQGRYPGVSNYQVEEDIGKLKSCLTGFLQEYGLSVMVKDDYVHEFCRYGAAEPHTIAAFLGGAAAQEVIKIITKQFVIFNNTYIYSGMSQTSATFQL
FAS-TE inh = inhibitors of human fatty acid synthase thioesterase domain; P49327; recombinant FAS-TE, OMFH fluorogenic substrate, fluorescence endpoint; inhibition, % at 15 µM; actives 0.67% (n = 360,000); AID 602261;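 active means compounds whose normalised, plate-corrected inhibition of enzyme fluorescence in the single-dose primary screen is 50% or more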;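 further: 0% = DMSO with enzyme and 100% = substrate without enzyme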
TbMetRS inhib = Trypanosoma brucei MetRS inhibition; purified T. brucei MetRS, ATP depletion, Kinase-Glo luminescence; inhibition, % at 11.9 µM; actives 0.4% (n = 360,000);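 active means inhibition above a per-plate cutoff of the control wells' mean inhibition plus 3 SD, cut at about 5.5% in these data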;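 further: 0% = DMSO wells median and 100% = median of wells with control inhibitor compound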
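Dosing: 11.9 µM compound single dose, 0.9% DMSO; Assay system: purified T. brucei MetRS enzyme; Measured by: Kinase-Glo luciferase luminescence reporting remaining unconsumed ATP; Schedule: 15 min plus 2 h at 25 °C.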
PABP1 MLLE inh = inhibitors of microRNA-mediated deadenylation, human PABP1 MLLE binding; actives 0.36% (n = 360,000); AID 588489; inhibition, % at 20 µM; GST-MLLE / FITC-PAM2 fluorescence polarization; P11940; in the data active means inhibition above about 35%, passing the limit was not always enough;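 further: plate controls were DMSO wells with GST-MLLE for no effect and wells lacking GST-MLLE protein for full effect; some results filed as inactive read as strong as hits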
The depositor's hits bear a star; i = inactive; . = not tested or not shown.

The opening 4 compounds (preview)
SMILES	MsrA inhibitor	bovine MsrA act	CSN deneddyl inh	E coli Lon inh	Rin1-Abl PPI inh	Neddylation inh	FAS-TE inh	TbMetRS inhib	PABP1 MLLE inh
CC(C)C(=O)Nc1ccc(NC(=S)NC(=O)c2ccccc2F)cc1	0.4	-3.6	-1.7	5.0	1.1	i	-1.1	-0.1	21.4
O=C(OCC(=O)C12CC3CC(CC(C3)C1)C2)c1ccccc1O	0.7	-7.2	1.9	-3.6	2.4	i	18.3	-0.6	-13.1
CCOc1ccc(CNc2ccc(S(N)(=O)=O)cc2)cc1	0.2	-12.6	-4.5	-7.4	0.3	i	-3.6	-1.7	10.4
CC(=O)Nc1ccc(S(=O)(=O)Oc2ccc(N3C(=O)C4CCCCC4C3=O)cc2)cc1 (stereo not drawn)	2.3	-1.7	-1.0	-3.0	-3.3	i	2.3	0.5	-10.3

This part in full, previewed entries included:
SMILES	MsrA inhibitor	bovine MsrA act	CSN deneddyl inh	E coli Lon inh	Rin1-Abl PPI inh	Neddylation inh	FAS-TE inh	TbMetRS inhib	PABP1 MLLE inh
CC(C)C(=O)Nc1ccc(NC(=S)NC(=O)c2ccccc2F)cc1	0.4	-3.6	-1.7	5.0	1.1	i	-1.1	-0.1	21.4
O=C(OCC(=O)C12CC3CC(CC(C3)C1)C2)c1ccccc1O	0.7	-7.2	1.9	-3.6	2.4	i	18.3	-0.6	-13.1
CCOc1ccc(CNc2ccc(S(N)(=O)=O)cc2)cc1	0.2	-12.6	-4.5	-7.4	0.3	i	-3.6	-1.7	10.4
CC(=O)Nc1ccc(S(=O)(=O)Oc2ccc(N3C(=O)C4CCCCC4C3=O)cc2)cc1 (stereo not drawn)	2.3	-1.7	-1.0	-3.0	-3.3	i	2.3	0.5	-10.3
COc1ccc(C(=S)N2CCCC2)cc1	0.6	-9.6	-2.4	-0.4	2.9	i	-7.1	-1.0	3.4
CCOC(=O)/C(=C/c1ccc(F)cc1)NC(C)=O	0.1	-4.0	-0.9	-1.7	3.1	i	-8.6	-0.6	0.2
COC(=O)c1ccc(NC(=O)C2CCCN2S(=O)(=O)c2ccc(C)cc2)cc1 (stereo not drawn)	-0.4	-3.5	-0.6	-4.3	-4.9	i	2.8	-0.4	-1.8
O=C(CSc1n[nH]c(=O)n1C1CC1)c1ccc(F)cc1	0.6	-2.1	1.9	-5.4	-3.8	i	0.0	-0.2	-8.6
O=C1c2ccccc2C(=O)N1CCCc1nc2ccccc2c(=O)n1Cc1ccco1	2.0	-3.7	1.8	7.5	1.3	i	32.5	-0.8	2.4
O=C(COC(=O)c1cccs1)Nc1nnc(-c2ccccc2)o1	0.7	-2.3	8.7	-1.5	0.6	i	-3.4	-0.3	-12.0

Looked up above:
O=C1c2ccccc2C(=O)N1CCCc1nc2ccccc2c(=O)n1Cc1ccco1 in MsrA inhibitor reads 2.0
O=C(CSc1n[nH]c(=O)n1C1CC1)c1ccc(F)cc1 in PABP1 MLLE inh reads -8.6

Other structures.
SMILES	MsrA inhibitor	bovine MsrA act	CSN deneddyl inh	E coli Lon inh	Rin1-Abl PPI inh	Neddylation inh	FAS-TE inh	TbMetRS inhib	PABP1 MLLE inh
CCC(C)c1ccc(NC(=O)c2cnn3c(C(F)F)cc(C)nc23)cc1 (stereo not drawn)	0.6	-3.3	-7.8	3.2	2.9	i	3.5	-0.1	1.3
O=C(CN1C(=O)NC2(CCCC2)C1=O)OCc1cccc(Br)c1	-0.2	-3.7	1.4	-3.1	1.4	i	-2.0	-0.3	-12.8
COC(=O)CC1C(=O)NCCN1C(=S)Nc1cccc(C(F)(F)F)c1 (stereo not drawn)	-0.6	-2.9	9.1	13.2	1.1	i	-0.1	-0.8	3.2
COC(=O)c1sc(NC(=O)c2c(OC)cccc2OC)c(C#N)c1C	1.2	-1.2	-8.9	6.5	-15.3	i	-0.3	-0.8	4.4
C=C1CCN([C@@H](C)C(=O)NCCCCCC)S(=O)(=O)c2ccccc21	1.6	-6.3	2.2	0.3	2.3	i	3.7	0.4	14.4
CC1=C(C(=O)N2CCOCC2)CC(CC(=O)NC(c2ccccc2)c2ccccc2)C(=O)N1CCC1=CCCCC1 (stereo not drawn)	1.0	-2.8	4.8	-1.4	1.8	i	13.5	-1.4	2.3
COc1ccc(/C=C2\N=C(c3ccccc3)NNC2=O)cc1	0.2	-3.3	4.5	-1.4	1.3	i	1.1	-0.2	-6.7
O=C(CSc1nnc(CNC(=O)c2ccccc2)o1)NCCc1ccccc1	0.3	-2.4	2.4	-6.9	2.2	i	-0.3	-0.3	-7.7
COC(=O)c1sc(NC(=O)COc2ccccc2)nc1C	-0.2	-0.2	4.1	3.2	0.8	i	-6.5	0.3	-3.2
Cc1ccsc1C(=O)Nc1ccc(F)c([N+](=O)[O-])c1	-0.4	-2.6	3.8	-1.4	-4.1	i	23.9	0.0	8.3

Shown with two lines to a compound: 2 of the compounds above
The line under a structure holds: MsrA inhibitor, bovine MsrA act, CSN deneddyl inh, E coli Lon inh, Rin1-Abl PPI inh, Neddylation inh, FAS-TE inh, TbMetRS inhib, PABP1 MLLE inh
C=C1CCN([C@@H](C)C(=O)NCCCCCC)S(=O)(=O)c2ccccc21
→ 1.6, -6.3, 2.2, 0.3, 2.3, i, 3.7, 0.4, 14.4
CC1=C(C(=O)N2CCOCC2)CC(CC(=O)NC(c2ccccc2)c2ccccc2)C(=O)N1CCC1=CCCCC1 (stereo not drawn)
→ 1.0, -2.8, 4.8, -1.4, 1.8, i, 13.5, -1.4, 2.3

Just TbMetRS inhib, Rin1-Abl PPI inh and CSN deneddyl inh, for 3 of the compounds above:
Structure,TbMetRS inhib,Rin1-Abl PPI inh,CSN deneddyl inh
O=C(CSc1nnc(CNC(=O)c2ccccc2)o1)NCCc1ccccc1,-0.3,2.2,2.4
COC(=O)c1sc(NC(=O)COc2ccccc2)nc1C,0.3,0.8,4.1
Cc1ccsc1C(=O)Nc1ccc(F)c([N+](=O)[O-])c1,0.0,-4.1,3.8

The list goes on:
SMILES	MsrA inhibitor	bovine MsrA act	CSN deneddyl inh	E coli Lon inh	Rin1-Abl PPI inh	Neddylation inh	FAS-TE inh	TbMetRS inhib	PABP1 MLLE inh
O=C(O)CCNC(=O)c1ccc(Br)o1	-0.9	-0.3	-4.9	-6.5	-0.1	i	-4.0	-0.8	2.7
O=C(NCCN1CCOCC1)c1cc(S(=O)(=O)Nc2ccccc2F)c(Cl)cc1Cl	0.1	-2.4	3.5	-8.3	-3.0	i	-4.4	-0.1	-16.2
O=C(Cc1ccccc1)NCC(=O)N1CCN(Cc2cccc(Cl)c2)CC1	-0.2	-2.7	-0.7	4.6	-2.9	i	-1.7	-0.2	-12.4
O=C(Nn1c(C2CCCCC2)nc2ccccc2c1=O)c1ccc(Cl)c([N+](=O)[O-])c1	0.0	-6.0	2.1	-1.9	1.5	i	57.3*	-0.6	-8.7
CC(C)(C)c1ccccc1NC(=O)Cn1c(=O)cnc2ccccc21	-1.9	-3.8	0.1	-9.9	5.1	i	-14.1	-0.1	-25.9
Cc1c(Cl)cccc1NC(=S)NC(=O)c1ccccc1	-1.3	-1.0	1.2	-2.3	2.7	i	16.3	-0.2	16.9
O=c1[nH]c(=S)[nH]c2c1C(c1ccccc1)OC(C1CCCCC1)C2 (stereo not drawn)	0.0	-2.7	1.1	-2.2	.	i	1.6	-0.5	.
